High-throughput results from PubChem BioAssay.
N-glyco inh = increase of ERlucT glycosylation luciferase signal, primary screen, N-linked glycosylation inhibitor project, D54 ERlucT cells, luminescence, set 2. D54 ERlucT glycosylation luciferase reporter, 24 h; percent of 100 nM tunicamycin response. reporter increase, % at 12.5 µM. hit rate 0.23% among 360,000. AID 588692, 2011;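 active = mean luciferase reporter signal, scaled so untreated is 0 and the glycosylation-blocking control 100, at or above a set limit in every replicate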;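 note: luciferase carries N-glycosylation sites so blocking glycosylation raises the light; 0% = median of neutral control wells and 100% = median of 100 nM tunicamycin wells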
MC4R antag cAMP = MC4R antagonists of cAMP signaling, primary screen, cell-based, TR-FRET, antagonist arm of biased-ligand search. Melanocortin receptor 4 (Homo sapiens), P32245. MC4R-expressing cells, MTII-stimulated cAMP, LANCE TR-FRET. inhibition, % at 6.5 µM. hit rate 0.48% among 360,000. AID 540295, 2011;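 active = inhibition above its plate's cutoff, the mean of tested wells on that plate plus 3 SD, cut at about 29% in these data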;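 note: 0% = Melanotan II alone and 100% = Melanotan II plus saturating MCL0020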
Target sequence (P32245 whole entry, looked up): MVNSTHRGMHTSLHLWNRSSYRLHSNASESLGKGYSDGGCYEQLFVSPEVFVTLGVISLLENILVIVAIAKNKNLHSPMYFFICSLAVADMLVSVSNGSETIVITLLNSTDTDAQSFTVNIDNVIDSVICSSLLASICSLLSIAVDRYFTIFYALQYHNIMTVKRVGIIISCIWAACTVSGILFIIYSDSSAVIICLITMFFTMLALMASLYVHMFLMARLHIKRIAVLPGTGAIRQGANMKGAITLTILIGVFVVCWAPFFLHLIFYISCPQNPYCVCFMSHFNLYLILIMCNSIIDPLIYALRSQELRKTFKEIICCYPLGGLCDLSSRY
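Material – human MC4R-expressing U2OS cells · Repeats – no replicates · Detection – TR-FRET with Eu-cAMP and labeled anti-cAMP, 671 nm · Times – compound 30 min, challenge 1 h, detection 1 h · Compound – single nominal compound dose of 6.5 µM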
H9c2 protect = cardioprotection against H2O2-induced cell death, primary screen, uHTS, H9c2 cells, ATPLite luminescence; H9c2 cardiomyocytes, H2O2 injury protection, 2 h; protection from H2O2 cell death, % at 20 µM; hit rate 0.63% among 360,000;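 active = compounds giving at least 50% protection of heart cells from peroxide-induced death in the single-dose screen, raw or plate-pattern-corrected value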;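 note: 0% = DMSO wells with peroxide and 100% = DMSO wells without peroxide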
CaV13 ICDI inh = Primary screen for inhibitors of IQ motif and Ca2+-dependent inactivation inhibitor domain binding in CACNA1D, Förster resonance energy transfer in living cells, …; HEK cells, CFP/YFP FRET ICDI-IQ, plate reader, 10 min; percent FRET-ratio fall versus neutral wells; inhibition, % at 12.3 µM; hit rate 0.098% among 340,000; AID 743397;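 active = mean replicate inhibition of at least 30% and at least 1% of replicates passing that level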;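 note: 0% = median of the neutral control wells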
ABCB6 inh 2 = ABCB6 transporter inhibitors, primary screen, K562-ABCB6 cells, flow cytometry, MLPCN library. hit rate 0.19% among 360,000. K562-ABCB6 porphyrin accumulation, 1 h; stronger effect = lower value. ATP-binding cassette sub-family B member 6 (Homo sapiens), Q9NP58. AID 602162, 2011. fluorescence ratio to DMSO, % at 10 µM;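 active = fluorescence ratio to DMSO below 75%, the collection mean minus 3 SD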;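 note: signal is porphyrin accumulated inside mitochondria; 100% equals median channel fluorescence of DMSO control wells; lower ratio means ABCB6 inhibition with less porphyrin fluorescence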
PDI inh = inhibitors of human PDI, primary screen, biochemical, turbidity, single point, plate reader; Protein disulfide-isomerase (Homo sapiens), P07237; PDI insulin aggregation turbidity, A650, 90 min; inhibition, % at 10 µM; hit rate 0.052% among 350,000; AID 588391, 2011;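 active = mean inhibition across replicates of 30% or more, whatever share of single replicates reach that level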;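 note: absorbance from insulin aggregation driven by PDI reduction with DTT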
Target sequence (P07237 whole entry, looked up): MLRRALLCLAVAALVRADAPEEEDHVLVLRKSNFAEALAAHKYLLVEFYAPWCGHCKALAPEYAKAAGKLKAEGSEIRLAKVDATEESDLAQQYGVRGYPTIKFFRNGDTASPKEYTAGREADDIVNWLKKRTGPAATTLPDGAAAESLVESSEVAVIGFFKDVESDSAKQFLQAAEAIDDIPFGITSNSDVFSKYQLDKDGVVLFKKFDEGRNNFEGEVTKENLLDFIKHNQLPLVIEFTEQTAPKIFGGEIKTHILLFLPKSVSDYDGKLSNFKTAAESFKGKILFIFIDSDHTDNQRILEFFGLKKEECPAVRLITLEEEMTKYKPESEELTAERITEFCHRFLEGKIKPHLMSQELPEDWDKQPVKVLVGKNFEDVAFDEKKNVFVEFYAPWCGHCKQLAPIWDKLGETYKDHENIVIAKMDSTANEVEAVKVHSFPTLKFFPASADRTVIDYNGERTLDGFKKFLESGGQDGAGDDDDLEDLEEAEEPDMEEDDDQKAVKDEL
Granule exo inh = LAMP-1 surface exposure blockers, TALL-104 cells – cell-based, flow cytometry, MLPCN library, primary screen; inhibition, % at 10 µM; TALL-104 LAMP-1 surface exposure; cells stimulated with thapsigargin and PMA; hit rate 0.66% among 360,000;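 active = inhibition above about 55%, limit read from the data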
m5-HT2A agonist = mouse Htr2a agonists via beta-arrestin recruitment, primary screen, cell-based, luminescence; CHO-K1 mHTR2A beta-arrestin complementation; percent of 30 µM serotonin response; activation, % at 7.6 µM; hit rate 0.66% among 360,000;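 active = activation above a run cutoff, the mean activation of all tested compounds plus 3 SD, cut at about 14% in these data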;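 note: 0% = plate median of compound wells and 100% = 30 µM serotonin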
ABHD5-PLIN5 inh = ABHD5-PLIN5 interaction inhibitors, primary screen, cell lysate, split luciferase complementation, luminescence; Split G. princeps luciferase complementation, 4 h; inhibition, % at 4 µM; hit rate 0.78% among 360,000; AID 602281, 2012;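 active = inhibition above the mean inhibition across every tested compound plus 3 SD, cut at about 22% in these data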;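 note: 0% = DMSO only wells and the 100% control is not disclosed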
MC4R ag barr = MC4R agonists recruiting beta-arrestin, primary screen, cell-based, luminescence, agonist arm of biased-ligand search; Melanocortin receptor 4 (Homo sapiens), P32245; U2OS MC4R beta-arrestin complementation; percent of melanotan II response, DMSO zero; activation, % at 8.9 µM; hit rate 0.98% among 360,000;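 active = activation above a per-plate cutoff, the mean activation of sample wells on that plate plus 3 SD, cut at about 8% in these data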
An asterisk follows results filed as active; . = not tested or not shown.

SMILES	N-glyco inh	MC4R antag cAMP	H9c2 protect	CaV13 ICDI inh	ABCB6 inh 2	PDI inh	Granule exo inh	m5-HT2A agonist	ABHD5-PLIN5 inh	MC4R ag barr
COC(=O)c1ccccc1NC(=O)C1CC(=O)N(C2CCCCC2)C1 (stereo unspecified)	-2	13	2	-8	103	-4	-1	0	-3	2.5
COc1cccc(CC2(CO)CCCN(Cc3cn[nH]c3-c3ccccc3)C2)c1 (stereo unspecified)	3	3	-8	-5	100	10	12	-7	-3	-1.3
CN1/C(=C\C(=O)c2cccnc2Cl)C(C)(C)c2ccccc21	-2	5	-14	-4	161	-2	-1	-2	-5	-2.5
CCN(Cc1ccc2c(c1)OCO2)C(=O)CSc1nc(C)nc2sc(C)c(C)c12	3	-5	-4	-5	93	15	-1	0	4	1.7
CCOc1ccccc1Nc1ncccc1C(=O)N1CCCC1	0	-1	-11	.	87	-1	7	-3	-4	0.3
CC(C)(C)n1nnnc1CN1C2CCC1CC(NC(=O)Nc1ccccc1)C2 (stereo unspecified)	-3	7	-8	-8	149	8	-2	-3	2	-0.1
O=C1NC(Cc2ccccc2)c2nc3ccc(F)cc3c(=O)n2-c2ncccc21 (stereo unspecified)	-1	11	31	-4	95	-2	-3	-7	-2	-0.6
CN(C)/C=C(\C#N)C(=O)N/N=C/c1ccccc1	-1	-8	3	0	105	16	-4	3	-7	1.4
CCN1CCN(Cc2cc(=O)oc3cc(C)cc(C)c23)CC1	-3	4	4	-3	101	-1	-2	-8	5	-0.3
CSCCC(NC(=O)c1ccco1)C(=O)OC(C)C(=O)NC(=O)NC1CCCCC1 (stereo unspecified)	.	10	-9	-4	94	-5	0	-2	5	-0.9
COc1ccccc1N1CCN(C(=O)CNS(=O)(=O)c2ccc(Br)s2)CC1	-1	1	-2	-3	158	0	-3	-8	5	-0.5
C=CCn1c(=O)c(C(=O)Nc2ccc(C)cn2)c(O)c2ccccc21	2	15	-8	-1	100	-16	-5	2	-1	-1.8
O=C(NCc1ccc(Cl)c(Cl)c1)c1cc(C2CCCCN2C(=O)c2cccs2)on1 (stereo unspecified)	-3	8	-9	-4	101	11	5	-1	-1	1.0
O=c1nc(Nc2ccc(OCc3ccccc3)cc2)sc2ncccc12	-12	-1	-2	-4	95	9	1	-2	3	-0.2
O=C(c1ccc(-c2cccc(Cl)c2Cl)o1)N1CCOCC1	-5	1	-13	-10	90	0	19	3	3	-2.2
CCCc1nc2nc(C)c(NS(=O)(=O)c3ccc([N+](=O)[O-])cc3)c(=O)n2[nH]1	-1	0	2	-7	102	-11	-46	5	11	0.9
O=C(NCCNC(=O)c1ccccc1Br)c1cccnc1	3	-5	0	.	102	-4	5	8	7	-1.4
CC(=O)c1cccc(NC(=O)NCCS(C)=O)c1 (stereo unspecified)	1	6	3	-7	100	0	4	-4	-2	-1.9
CCN(Cc1ccccc1)C(=O)CSc1ncn[nH]1	-2	1	-2	-3	96	-4	-11	-3	-16	0.0
Cc1ccc(C)c(S(=O)(=O)NCCC(=O)N2CCCC(C(N)=O)C2)c1 (stereo unspecified)	1	4	8	-3	108	14	0	0	0	-3.6
COc1cc(OC)nc(Nc2nc(C(N)c3ccccc3Cl)cs2)n1 (stereo unspecified)	7	-4	1	-9	103	-4	8	-2	6	0.8
CCSc1nnc(-c2cccs2)o1	-1	8	0	-3	99	-1	5	0	2	-0.4
CCc1ccc(NC(=S)NC2CC3CCC(C2)N3Cc2ccco2)cc1 (stereo unspecified)	-3	8	-2	-5	95	10	2	-8	4	1.6
COCc1cc(C)n(CC(=O)NC(C)c2ccccc2)c(=O)c1C#N (stereo unspecified)	3	-1	0	-5	92	-2	1	2	4	-2.1
O=C(O)C1C2C=CC(C2)C1C(=O)Nc1nccs1 (stereo unspecified)	2	6	18	-3	96	4	2	6	-2	0.1
NC(=O)c1nn(CC(=O)Nc2cccc(S(=O)(=O)N3CCCCCC3)c2)c(=O)c2ccccc12	0	6	-14	-5	100	-6	-4	9	-7	-1.8
O=C(/C=C/c1ccc[nH]1)c1ccccc1	3	-10	-6	4	98	-1	-3	3	2	-2.1
COc1ccc(C(c2nnnn2C(C)(C)C)N2CCN(C)CC2)cc1OC (stereo unspecified)	-1	6	-4	-7	93	2	-8	0	-4	0.0
Cc1ccccc1CN1C[C@H]2CON(C)[C@H]2C[C@H]1c1cccc(Br)c1	-1	13	-18	.	101	2	3	-1	-17	-1.1
CCCCN(CCCNC(=O)C1CCN(C(=O)c2cc3sccc3n2C)CC1)Cc1ccccc1	-4	11	2	-6	94	-9	-6	-7	6	-1.7
CC(=C/c1ccccc1)/C=N/n1c(-c2ccncc2)n[nH]c1=S	-10	1	-4	-2	97	1	16	-2	-7	1.1
CCN1C(=O)N/C(=C/c2ccc(Sc3ccc(C)cc3)o2)C1=O	-7	14	-3	-7	97	1	-1	0	2	2.4
COc1ccc(OCc2cc(C(=O)N(C)CCC3CCOCC3)no2)c(Cl)c1	-1	17	-6	-7	104	3	2	-4	13	-3.0
Cc1nc2ccccc2c(=O)n1/N=C/c1ccc(O)c(O)c1O	1	9	7	-3	98	-1	1	3	-15	-0.6
CCc1nc2ccc(C(=O)Nc3cccc(OCC(=O)N(C)C)c3)cn2c1N(CCC(C)C)CCN(C)C	-2	-7	10	-5	105	-7	0	-1	-1	-1.1
C[C@H]1CN([C@@H](C)CO)C(=O)c2cc(Br)cnc2O[C@H]1CN(C)Cc1ccccc1C(=O)O	2	12	-4	-4	102	-2	-4	2	-1	0.3
Cc1cccc(N(C)C(=O)CCS(=O)(=O)c2cccc3nonc23)c1	0	5	0	-5	96	0	5	-1	-1	-1.7
C=CCN1[C@@H](Cc2ccccc2)COCCS1(=O)=O	2	6	4	-10	94	1	24	0	0	-0.2
O=S1(=O)[C@H]2CC3O[C@]2(C[C@@H]3c2ccc(F)cc2)CN1Cc1ccc(Cl)cc1	-2	-2	1	-7	96	12	-2	1	-1	6.1
CCN(CCn1cccn1)Cc1nc(Cc2cccc(F)c2)no1	1	13	3	5	94	-1	1	-1	4	-2.3
Cc1cc(-c2nnc(SCC(=O)N3C(C)CCCC3C)o2)no1 (stereo unspecified)	0	1	4	-5	97	3	0	-2	-4	-3.1
COC(=O)c1[nH]nc2c1C(=O)N(C1CCCCC1)C2=O	0	11	10	.	97	-10	-1	1	2	0.1
CCCCn1c(NC(=O)c2ccccc2Cl)c(C#N)c2nc3ccccc3nc21	1	6	-35	.	91	10	63*	8	-52	3.8
COC(=O)c1nc2cc(C)ccn2c1F	2	3	-6	-8	98	11	6	4	10	2.1
O=C(CSc1nc2ccccc2o1)Nc1ccc(N2CCOCC2)c(Cl)c1	-2	11	-21	-3	96	2	-2	-1	-9	-3.1
O=c1ccc(OCCOc2ccccc2)nn1-c1ccccc1	1	-7	-2	-5	103	-6	-4	-2	7	1.7
COc1cccc(NC(=O)C2CCCO2)c1 (stereo unspecified)	0	2	5	-11	96	3	0	-3	9	-0.5
O=C(Nc1ccc(N2CCCCCC2)cc1)c1ccccc1Cl	7	-7	2	-6	95	-2	1	-5	-7	2.6
OC[C@@H]1CN(Cc2ccc(F)cc2)C[C@H](n2cnc3c(Nc4ccccc4)ncnc32)O1	7	4	36	-11	94	8	1	-3	8	-1.4
Cc1ccsc1C(=O)N1CCCC(N(C)Cc2ccccc2)C1 (stereo unspecified)	-2	8	-1	-5	86	3	-2	-4	-1	-4.0
O=C1OCC(CO)(CO)N=C1NNc1cc(Cl)ccc1Cl	1	11	3	-6	106	6	-6	5	8	-1.0
CCC1Oc2ccccc2N(CC(=O)NC2CCCCC2)C1=O (stereo unspecified)	0	-3	5	-6	102	-1	2	5	-4	-1.1
COc1ccc(CCNC(=O)c2ccc(NC(=O)CC3SC(N4CCCCC4)=NC3=O)cc2)cc1 (stereo unspecified)	-2	12	-2	-5	96	-2	5	-5	4	-0.7
CCCCCCSC1=C(C#N)C(=O)NC2(CCCCC2)S1	0	0	0	-9	100	5	2	0	4	-1.2
COc1ccccc1NC(=O)CSc1nc2nccnc2c(=O)n1Cc1cccs1	0	8	44	-6	105	10	5	0	-1	-1.3
O=C(NCc1ccc(F)cc1)c1ccc(CS(=O)(=O)Cc2ccccc2F)o1	0	15	-15	-5	95	-8	0	1	3	2.1
CC(=O)c1ccc(N(CC(=O)NCC2CCCO2)C(=O)CCC(=O)Nc2cc(C)on2)cc1 (stereo unspecified)	1	-6	2	-3	99	9	-9	4	-3	-0.6
CCOC(=O)[C@@H]1[C@H]2COc3ccc(Br)cc3[C@H]2N2C(=O)N(c3ccc(Cl)cc3)C(=O)[C@]12C	-4	15	-1	-5	96	1	-3	2	-9	-1.1
CC(=O)OC1COC(n2c(O)c(N=NC(N)=S)c3ccccc32)C(OC(C)=O)C1OC(C)=O (stereo unspecified)	3	-7	7	-5	98	9	5	6	3	-0.7
COCCNC(=S)N1CCC(NC(=O)C23CC4CC(CC(C4)C2)C3)CC1	3	2	7	-2	106	4	5	-4	-1	0.1

(further entries)
SMILES	N-glyco inh	MC4R antag cAMP	H9c2 protect	CaV13 ICDI inh	ABCB6 inh 2	PDI inh	Granule exo inh	m5-HT2A agonist	ABHD5-PLIN5 inh	MC4R ag barr
COc1cccc(-n2c(CN3CCN(c4ccc(C)cc4)C(C)C3)nc3ccc([N+](=O)[O-])cc3c2=O)c1 (stereo unspecified)	-5	4	2	-3	101	-4	-2	-5	-7	2.7
NC(=O)C1CCN(C(=O)c2cc(-c3ccc(Cl)cc3)nc3ccccc23)CC1	4	1	9	-5	98	-4	-4	-1	1	0.4
Fc1ccc(NC(=S)NCCc2ccc(Cl)cc2)cc1	-3	3	5	-3	104	-21	-4	-2	7	7.5
CC(=O)Nc1c(O)nc(SCc2ccc(Cl)cc2)[nH]c1=O	0	2	-5	-9	87	4	-3	-4	1	-0.4

With a hit mark in Granule exo inh (from the list above):
Structure	N-glyco inh	MC4R antag cAMP	CaV13 ICDI inh	ABCB6 inh 2	PDI inh	Granule exo inh	m5-HT2A agonist	ABHD5-PLIN5 inh	MC4R ag barr
CCCCn1c(NC(=O)c2ccccc2Cl)c(C#N)c2nc3ccccc3nc21	1	6	.	91	10	63*	8	-52	3.8
